Source: PubChem BioAssay (several laboratories)
EBV LMP1 NFkB: inhibitors of Epstein-Barr LMP1-induced NF-kappaB reporter | AID 504558 | inhibition, % at 12.5 µM | LMP1-induced NF-kappaB luciferase reporter cells, luminescence | 0.69% of 350,000 active; in the data active = inhibition above about 41%;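 also: 0% = neutral control wells and 100% = reference inhibitor control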
TLR9-MyD88 block: inhibitors of human TLR9-MyD88 binding; inhibition, % at 4.98 µM; Q9NR96+Q99836; AID 504734; CHO BLA complementation TLR9-MyD88, CCF4 FRET ratio; 0.21% of 340,000 active;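 active = inhibition above the mean over all tested compounds plus 3 SD, cut at about 21% in these data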;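 also: 0% = DMSO only wells and 100% = clavulanate BLA inhibitor control wells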
NCOA3 inh: human NCOA3 inhibition | HEK293 GAL4-SRC3 luciferase reporter, luminescence | inhibition, % at 3.6 µM | 0.17% of 360,000 active | AID 588352;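 active = inhibition above a per-campaign cutoff, the mean of all compounds plus 3 SD, cut at about 60% in these data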;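 also: 0% = DMSO-treated cells and 100% = gossypol-treated cells at 36 µM; higher means less SRC3-driven luciferase light from the GAL4 reporter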
ABHD5 PLIN5 PPI: inhibitors of human ABHD5-perilipin-5 interaction; 0.78% of 360,000 active; AID 602281; Split G. princeps luciferase complementation, luminescence, 4 h; Q00G26+Q8WTS1; inhibition, % at 4 µM;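 active = inhibition above the mean inhibition across every tested compound plus 3 SD, cut at about 22% in these data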;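 also: 0% = DMSO only wells and the 100% control is not disclosed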
NCOA1 inh: inhibits human SRC1 coactivator; Q15788; HEK293 GAL4-SRC1 luciferase reporter, luminescence; inhibition, % at 3.6 µM; 0.12% of 360,000 active; AID 588354;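 active = inhibition above the campaign mean plus 3 SD, with each screening campaign given its own cutoff, cut at about 60% in these data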;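 also: 0% = DMSO treated cells and 100% = gossypol at 36 µM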
MC4R barr agon: agonists of human melanocortin 4 receptor (MC4R) beta-arrestin | 0.98% of 360,000 active | AID 540308 | U2OS MC4R beta-arrestin complementation, luminescence; percent of melanotan II response, DMSO zero | activation, % at 8.9 µM;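 active = activation above a per-plate cutoff, the mean activation of sample wells on that plate plus 3 SD, cut at about 8% in these data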
NR5A2 inv ag: inverse agonists of human LRH-1 (NR5A2) | O00482 | HEK293T StAR-luciferase reporter, LRH-1 transfected, 24 h | 0.13% of 360,000 active | inhibition, % at 3.6 µM;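 active = inhibition above the mean inhibition of all tested compounds plus 3 SD, cut at about 73% in these data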;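 also: 0% = DMSO wells and 100% = reporter-only cells lacking LRH-1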
Target sequence (O00482 whole entry, looked up): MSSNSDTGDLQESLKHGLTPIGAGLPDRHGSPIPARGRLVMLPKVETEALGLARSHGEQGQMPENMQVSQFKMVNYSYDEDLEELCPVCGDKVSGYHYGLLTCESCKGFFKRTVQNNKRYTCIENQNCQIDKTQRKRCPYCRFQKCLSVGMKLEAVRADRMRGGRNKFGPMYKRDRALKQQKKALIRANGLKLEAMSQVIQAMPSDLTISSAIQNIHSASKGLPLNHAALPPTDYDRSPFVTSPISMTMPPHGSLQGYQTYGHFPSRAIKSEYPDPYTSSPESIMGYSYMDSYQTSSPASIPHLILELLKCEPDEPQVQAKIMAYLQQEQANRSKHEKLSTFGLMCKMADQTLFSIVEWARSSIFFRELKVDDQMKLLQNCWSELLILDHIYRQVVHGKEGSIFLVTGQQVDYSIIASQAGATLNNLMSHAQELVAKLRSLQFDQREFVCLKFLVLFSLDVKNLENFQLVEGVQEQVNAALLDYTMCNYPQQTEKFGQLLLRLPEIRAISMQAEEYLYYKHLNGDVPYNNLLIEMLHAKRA
MC4R antag cAMP: blocks human MC4R cAMP signaling | 0.48% of 360,000 active | P32245 | inhibition, % at 6.5 µM | MC4R-expressing cells, MTII-stimulated cAMP, LANCE TR-FRET;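 active = inhibition above its plate's cutoff, the mean of tested wells on that plate plus 3 SD, cut at about 29% in these data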;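 also: 0% = Melanotan II alone and 100% = Melanotan II plus saturating MCL0020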
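Test system: U2OS cells stably expressing human melanocortin 4 receptor (MC4R); also added: Melanotan II challenge; compound: 6.5 µM single dose; timing: 30-min compound preincubation, 1-h Melanotan II challenge, 1-h detection, room temperature; signal: Eu-cAMP/anti-cAMP TR-FRET, emission 671 nm; repeats: one well per compound, no replicates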
COUP-TFII inh: NR2F2 (human) inhibition, primary screen. HEK293T NGFI-A luciferase reporter, luminescence. inhibition, % at 8.6 µM. 0.7% of 370,000 active;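 active = inhibition above a per-plate cutoff, mean inhibition of test wells between control levels plus 3 SD, cut at about 38% in these data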;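 also: cells cotransfected with COUP-TFII expression vector driving the NGFI-A reporter; 0% = median of COUP-TF2 test wells and 100% = reporter-only cells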
NCOA2 inhibitor: inhibits human steroid receptor coactivator 2; 0.17% of 370,000 active; HEK293 GAL4-SRC2 luciferase reporter, luminescence; inhibition, % at 9 µM; Q15596;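 active = inhibition above the mean inhibition of all tested compounds plus 3 SD, set per campaign, cut at about 52% in these data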;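 also: 0% = DMSO treated cells and 100% = cells given Gossypol at 36 µM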
NOD2-RIPK2 inh: NOD2-RIPK2 protein interaction inhibition. CHO BLA complementation NOD2-RIPK2, CCF4 ratio. AID 624267. inhibition, % at 4.98 µM. 0.38% of 360,000 active. O43353; in the data active = inhibition above about 21%;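 also: 0% = vehicle only and 100% = reference blocker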
Target sequence (O43353 whole entry, looked up): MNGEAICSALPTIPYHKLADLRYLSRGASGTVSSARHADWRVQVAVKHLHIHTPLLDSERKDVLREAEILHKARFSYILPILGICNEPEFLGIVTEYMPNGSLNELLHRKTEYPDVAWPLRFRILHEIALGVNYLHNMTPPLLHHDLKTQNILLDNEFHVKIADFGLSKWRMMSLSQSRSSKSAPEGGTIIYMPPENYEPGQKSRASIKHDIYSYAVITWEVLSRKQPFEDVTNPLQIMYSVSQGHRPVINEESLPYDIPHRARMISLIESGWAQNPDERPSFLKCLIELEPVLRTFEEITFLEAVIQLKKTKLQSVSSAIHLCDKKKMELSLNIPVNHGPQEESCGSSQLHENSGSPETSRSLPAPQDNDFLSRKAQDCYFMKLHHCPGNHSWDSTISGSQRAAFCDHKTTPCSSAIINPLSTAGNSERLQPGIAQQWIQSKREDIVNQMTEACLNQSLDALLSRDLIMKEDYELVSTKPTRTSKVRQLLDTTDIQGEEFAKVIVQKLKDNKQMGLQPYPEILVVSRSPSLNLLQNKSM
Active calls of the source: *; · = no result given; & = joins results of further samples. Some of the compounds tested; count on the stated rates, not on these rows.

item	compound	NCOA2 inhibitor	COUP-TFII inh	EBV LMP1 NFkB	NOD2-RIPK2 inh	NCOA1 inh	TLR9-MyD88 block	MC4R antag cAMP	NCOA3 inh	ABHD5 PLIN5 PPI	MC4R barr agon	NR5A2 inv ag
1	CCOC(=O)CSc1nnc(NC(=O)c2cccc([N+](=O)[O-])c2)s1	-17.2	0.7	-4.7	4.4	0.1	9.6	38.7*	-3.9	-3.2	-0.7	12.4
2	C=CCSc1nnc(-c2nnc(SCC=C)n2CC)n1CC	8.9	11.6	-3.0	1.6	5.2	-13.3	12.4	10.8	-1.6	-1.6	6.0
3	CCc1cc2c(=O)c(-c3cnn(-c4ccccc4)c3)c(C(F)(F)F)oc2c(CN(C)C)c1O	-4.7	-11.7	5.6	-15.6	-9.9	8.7	2.5	4.2	-5.3	-3.2	-20.0
4	O=C(CN1C(=O)C2CC=C(Cl)CC2C1=O)Nc1ccc(C(=O)O)cc1 (stereo unspecified)	-7.5	-4.2	6.5	-7.8	-2.9	5.0	4.8	4.0	2.6	-0.2	-11.9
5	CCCCCCCCC(=O)c1c(OC)oc(C=O)cc1=O	18.4	-8.3	-2.9	-13.8	8.9	-2.5	-4.4	-14.5	7.2	-0.5	-3.3
6	CCc1ccccc1NC(=O)CCN1C(=O)C2C3CCC(C3)C2C1=O (stereo unspecified)	3.9	3.0	-0.5	-2.4	9.3	0.9	-5.3	4.5	-6.2	0.0	5.5
7	CO/N=C(/CS(=O)Cc1ccc(Cl)cc1)c1ccc(Cl)cc1 (stereo unspecified)	9.9	13.8	10.1	-4.2	-3.5	-3.0	10.7	-8.7	-2.7	13.6*	11.3
8	CN(C)c1ccnc(N(Cc2ccccc2)Cc2ccccc2)c1C#N	·	·	-43.7	-8.8	-24.2	6.9	11.9	-42.5	-4.3	-1.7	-6.8
9	CC(=O)/C(=C\Nc1ccc(OCc2ccccc2)cc1)c1ccccc1	-18.5	-8.4	-6.8	-9.1	-20.9	5.0	9.2	-29.6	-8.3	-1.4	2.2
10	N#C/C(=C/c1cccn1-c1cccc(C(=O)O)c1)c1ccc(F)cc1	5.9	-5.5	3.9	-7.8	-1.8	3.0	11.4	8.6	-8.8	0.4	-10.6
11	COc1ccccc1OCCSc1nc2ccccc2c(=O)[nH]1	-17.3	-3.9	-12.4	-9.3	-32.0	3.1	9.1	-16.1	9.9	-1.1	-24.1
12	COC(=O)/C(C#N)=C/N(C)C	12.2	-6.3	-0.7	1.7	-3.7	2.0	2.1	20.3	4.4	0.6	7.0
13	O=C(NCCCN1CCC(Cc2ccccc2)CC1)C1CCC(=O)N1C1CCCC1 (stereo unspecified)	13.3	8.9	2.2	5.7	4.0	-1.5	13.4	-15.4	-3.7	0.2	-6.2
14	Cn1nnnc1NCc1ccc(Cl)cc1	5.4	-21.4	-6.9	1.7	14.7	-5.6	-0.6	11.0	4.2	-0.2	15.5
15	O=C(Cc1ccc2c(c1)OCCO2)N1CCN(S(=O)(=O)c2cccs2)CC1	-2.8	-9.2	-13.5	-1.1	-11.8	7.7	6.8	4.6	-7.6	-3.8	-4.8
16	CCC(=O)c1ccc(OCC(O)CN2CCN(C(c3ccccc3)c3ccccc3)CC2)cc1 (stereo unspecified)	-6.7	-3.3	3.9	-2.0	-14.0	-9.3	0.5	-23.4	-4.1	1.4	0.4
17	Cc1ccc2[nH]c3c(=O)n(Cc4ccco4)cnc3c2c1	12.5	13.6	1.4	-7.5	-18.0	-2.7	-1.8	10.7	-1.3	-3.4	-18.2
18	COc1ccc(/C=N/NC(=O)c2ccc(Br)o2)cc1Cn1cc([N+](=O)[O-])cn1	-27.1	0.5	-3.9	-1.2	-43.4	-0.6	0.6	-22.9	-1.3	0.3	-9.6
19	CCOc1ccccc1N1CC(C(=O)Nc2cc(Cl)ccc2C)CC1=O (stereo unspecified)	-0.8	16.9	3.7	8.6	-16.0	-0.9	16.5	7.6	-1.9	-1.1	-7.0
20	Cc1c(Cl)cccc1NC(=S)NCCc1ccc(Cl)cc1	9.1	19.4	1.1	-3.1	-12.6	-2.5	5.5	10.3	-3.8	1.9	0.6
21	CC(C)CN(Cc1c(O)ccc2c3c(c(=O)oc12)CCC3)CC(C)C	-21.1	-18.2	-0.8	-3.8	-5.9	-11.5	-6.7	0.6	-0.3	-0.2	20.4
22	Cc1nc2cc(C(=O)OCC(=O)Nc3ccc(C#N)cc3)ccc2n1-c1ccccc1	-8.7	6.1	-0.6	-8.4	1.6	0.1	22.4	9.5	-0.7	1.0	-2.3
23	CCOC(=O)C1=C(C)NC(C)=C(C(=O)OCC)C1	-4.8&-5.3	-10.1&-11.4	3.7&3.0	7.2&5.5	-13.1&-21.7	-4.5&-3.6	15.0&14.6	3.2&-14.5	-4.2&4.9	-1.9&0.3	-9.9&-21.5
24	Cc1ccc(S(=O)(=O)N2C[C@@H]3CCCC[C@@H]3[C@@H](C)[C@H]2CC(=O)c2ccccc2)cc1	-22.1	12.5	-0.5	7.3	-29.5	2.9	0.7	-10.9	-2.9	-0.8	24.9
25	CCN(CC(=O)Nc1ccccc1-c1ccccc1)Cc1nc2ccccc2c(=O)[nH]1	-9.3	-5.9	-27.6	-2.7	9.2	-2.5	-8.2	-2.4	1.9	-1.3	5.3
26	COc1ccccc1NC(=O)N(C)C[C@@H]1OCc2cnnn2CCCC(=O)N([C@H](C)CO)C[C@H]1C	7.0	-15.3	-2.3	1.3	-14.1	-1.0	1.9	-43.1	3.7	0.3	-5.5
27	CN(CC1CCOCC1)C(=O)CC1C(=O)NCCN1Cc1ccc(-c2ccccc2)cc1 (stereo unspecified)	-19.3	3.8	-4.2	1.3	-16.1	1.3	7.3	8.7	0.8	-3.4	-8.3
28	COc1ccc2[nH]c(=O)c(CNc3ccc(C)cc3C)cc2c1	-40.5	-5.3	-3.8	0.5	2.3	3.6	-7.4	0.1	4.9	-1.7	4.2
29	CN1CCN(C(CNC(=O)C(=O)NC2CCCCC2)c2ccc(F)cc2)CC1 (stereo unspecified)	2.2	-15.6	-3.3	-1.7	-0.3	1.9	3.7	7.6	0.9	-2.2	18.7
30	Cc1[nH][nH]c(=O)c1C(c1ccc(F)cc1)c1c(C)[nH][nH]c1=O	8.8	-7.8	-6.1	-7.2	3.9	-6.8	14.0	3.4	-1.2	-0.2	15.5
31	CCC(C)NC(=O)C1CCCN(c2nc(C)cc(OC)n2)C1 (stereo unspecified)	-37.0	8.8	-5.1	-1.5	7.6	-6.0	3.5	5.9	-4.5	1.2	29.2
32	COc1ccccc1NC(=O)c1cc2c(CO)cnc(C)c2oc1=Nc1ccccc1	21.1	-12.4	-2.6	-8.2	10.0	-7.7	9.6	5.4	4.3	-0.4	8.7
33	CCOC(=O)CN=C/C(C(C)=O)=C(/C)O	17.1	21.4	-3.6	5.6	13.9	0.8	1.7	3.4	1.9	0.3	12.9
34	Nc1ncnc2c1ncn2[C@@H]1O[C@H](CCC(=O)NCc2ccccc2)[C@@H](O)[C@H]1O	13.8	20.7	·	5.8	0.7	·	·	4.7	-4.9	·	5.5
35	CCOC(=O)Cc1csc(NC(=O)c2c(-c3c(F)cccc3Cl)noc2C)n1	-32.4	-1.8	-0.7	-3.6	7.1	3.3	5.2	7.0	-8.1	-1.0	5.7
36	CC(=O)Oc1ccc(C(=O)c2ccccc2)c(OC(C)=O)c1	0.9	-10.0	-1.5	-4.4	7.9	-5.8	-9.2	1.9	2.0	-1.1	20.6
37	O=C(N/N=C/C=C\c1ccccc1[N+](=O)[O-])c1ccccn1	-19.9	-1.2	-6.6	6.9	-32.8	5.6	-1.7	-16.4	-4.0	0.5	-32.6
38	CCCCCC(C)NC(=O)c1cc(S(=O)(=O)N2CCCCC2)ccc1N1CCOCC1 (stereo unspecified)	-4.6	9.4	3.6	-6.7	5.1	3.4	0.8	19.3	1.5	-2.4	8.2
39	COc1cccc(-n2ccnc2SCC(=O)Nc2cc(C)on2)c1	-6.4	2.0	-2.3	5.1	-38.0	5.4	9.3	12.7	0.7	-2.9	-5.4
40	CC(/C=C/C(=O)c1ccc(C)cc1)=C\c1ccccc1	-6.3	-18.1	-27.1	5.4	-61.5	3.3	1.9	-68.3	-3.7	0.7	-27.2
41	CCOCCn1c(SCc2ccc(C)cc2)nc2c1c(=O)[nH]c(=O)n2C	8.6	10.6	8.8	-4.1	-16.3	-1.8	-10.3	20.5	9.3	2.3	-5.4
42	COc1ccc(/C=C/C(O)=C2/C(=O)NC3(C)CC2c2ccccc2O3)c(OC)c1OC (stereo unspecified)	6.9	-1.8	-5.2	-2.5	11.9	7.7	11.0	1.6	3.8	0.6	3.4
43	O=C(CC(NCc1ccccn1)C(=O)O)Nc1ccccc1Cl (stereo unspecified)	14.3	12.5	7.7	-96.0	-3.4	-3.2	22.7	18.3	2.8	1.2	18.6
44	N#CCSc1ccccc1NC(=O)COC(=O)Cc1c[nH]c2ccccc12	-2.3	-7.6	2.0	-16.6	-2.7	-2.5	12.6	9.4	-2.3	0.2	-9.7
45	C[C@@H]1CCCCO[C@H](CN(C)Cc2ccccc2)[C@@H](C)CN([C@H](C)CO)C(=O)c2cc(NS(=O)(=O)c3ccc(Cl)cc3)ccc2O1	-48.5	-4.1	-0.3	-3.0	2.5	2.3	10.5	-1.9	15.4	-1.1	-20.1
46	CCOc1ccc2[nH]c(=O)c(=O)[nH]c2c1	-28.4	5.9	0.0	5.3	-17.6	-7.8	9.6	21.6	-4.4	1.1	-8.5
47	CC(C)=CCC/C(C)=C/CNC(=O)C[C@H]1C[C@H](C(=O)N(C(C)C)C(C)C)[C@@]2(C)c3[nH]c4ccc(Cl)cc4c3CCN2C1=O	24.2	-2.6	6.4	-8.3	0.1	-3.0	5.8	-9.0	-1.5	0.0	-12.7
48	N#Cc1ccc(NC(=O)c2cc(-c3cccs3)on2)cc1	-5.2	0.6	0.3	-2.3	-3.0	-1.1	4.0	8.6	3.1	3.2	8.3
49	O=S1(=O)CCC(SCc2nc3sccn3c2Br)C1 (stereo unspecified)	-2.8	2.1	10.8	2.6	12.1	-0.6	9.3	5.4	-1.9	-1.9	9.5
50	COc1ccc(C(C)=O)cc1COC(=O)CCC(=O)c1cccs1	-9.9	-3.5	3.1	-1.7	-0.8	-3.1	-4.1	13.7	8.1	-4.2	1.8
51	O=[N+]([O-])c1cccc(CSc2ncnc3ccccc23)c1	-21.0	-10.0	1.1	-17.5	-4.3	-1.5	9.5	6.9	-3.2	-0.4	30.9
